Tau fibril ThT: tau fibrillization inhibition (ThT binding); recombinant tau K18 P301L (four-repeat tau fragment), heparin-induced fibrillization, ThT fluorescence; 270,000 compounds, 2.1% hits; Potency, µM (doses to about 57.4 µM), for inactives: at the highest dose activity, negative = inhibition, usual class: inhibitors; P10636; note: % is set by controls: 0 for no effect and ±100 for the full control effect; nearly all actives have a fitted effect of over 55% in size
Target sequence (P10636 561-689 P618L limits assumed): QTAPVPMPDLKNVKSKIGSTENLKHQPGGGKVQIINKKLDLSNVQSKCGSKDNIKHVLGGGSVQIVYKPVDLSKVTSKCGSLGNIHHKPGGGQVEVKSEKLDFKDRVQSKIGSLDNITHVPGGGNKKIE
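Recombinant human tau K18 fragment […] carrying P301L, 15 uM unlabeled plus 0.24 uM Alexa 594-labeled, was fibrillized with 20 uM heparin in 100 mM sodium acetate pH 7 for 6 hr at 37 C; 30 uM ThT fluorescence read after 1 hr.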
JMJD2E inh: inhibitors of human JMJD2E histone demethylase; 230,000 compounds, 1.6% hits; B2RXH2; Potency, µM (top dose mostly 57.1 µM), for the others: at the highest dose activity change, negative = inhibition, most hits filed as inhibitors; JMJD2E catalytic domain, FDH-coupled NADH fluorescence (FDH is formaldehyde dehydrogenase); active = well fitted inhibition curve with a large enough effect, not every such curve was filed as active; inconclusive = small, poorly fitted or top-dose-only effect, or another doubt; inactive = no such curve, though single readings can be large or run the other way;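 note: 0% = wells with enzyme and -100% = buffer wells without enzyme; nearly all actives have a fitted effect of over 50% in size; many of its hits are not listed in these tables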
Target sequence (B2RXH2 1-337 limits assumed): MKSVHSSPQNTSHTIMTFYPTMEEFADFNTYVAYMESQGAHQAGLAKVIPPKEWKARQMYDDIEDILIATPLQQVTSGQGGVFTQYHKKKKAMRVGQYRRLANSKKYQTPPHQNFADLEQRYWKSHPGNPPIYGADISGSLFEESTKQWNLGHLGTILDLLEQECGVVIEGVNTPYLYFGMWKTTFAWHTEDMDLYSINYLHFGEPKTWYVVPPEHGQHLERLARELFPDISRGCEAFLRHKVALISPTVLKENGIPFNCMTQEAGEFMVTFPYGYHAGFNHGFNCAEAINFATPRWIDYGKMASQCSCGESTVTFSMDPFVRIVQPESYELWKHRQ
ALDH1A1 inh: inhibitors of human aldehyde dehydrogenase 1A1; Purified ALDH1A1, NADH fluorescence, propionaldehyde substrate; P00352; 220,000 compounds, 7.3% hits; Potency, µM (doses to about 75.3 µM), without a hit: at the top dose activity, negative = inhibition, actives largely listed as inhibitors; AID 1030; active = well fitted inhibition curve with a large enough effect, not every such curve was filed as active; inconclusive = small, poorly fitted or top-dose-only effect, or another doubt; inactive = no such curve, though single readings can be large or run the other way;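 note: plate controls were no enzyme wells and a reference inhibitor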
Target sequence (P00352 whole entry, looked up): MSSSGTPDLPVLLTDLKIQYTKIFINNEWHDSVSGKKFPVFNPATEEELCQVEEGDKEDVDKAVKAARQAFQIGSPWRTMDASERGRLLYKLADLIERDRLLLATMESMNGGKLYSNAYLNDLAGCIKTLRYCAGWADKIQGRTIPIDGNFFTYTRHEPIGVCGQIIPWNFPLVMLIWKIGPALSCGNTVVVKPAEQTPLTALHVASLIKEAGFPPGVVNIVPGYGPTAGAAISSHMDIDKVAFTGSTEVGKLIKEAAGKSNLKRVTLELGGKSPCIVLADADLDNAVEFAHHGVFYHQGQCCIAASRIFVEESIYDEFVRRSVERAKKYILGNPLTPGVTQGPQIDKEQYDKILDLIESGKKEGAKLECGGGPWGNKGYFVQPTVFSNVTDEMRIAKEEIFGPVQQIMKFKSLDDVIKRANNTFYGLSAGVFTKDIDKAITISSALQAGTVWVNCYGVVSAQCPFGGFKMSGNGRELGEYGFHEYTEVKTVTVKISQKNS
RECQ1 helicase: blocks DNA unwinding by human RECQ1. RECQ1 DNA unwinding, red fluorescence kinetic read. Potency, µM (highest dose often 57.3 µM), for inactives: at the highest dose activity, negative = inhibition, most hits filed as inhibitors. 240,000 compounds, 0.54% hits. AID 2549;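 note: plate controls were vehicle for no effect and no enzyme for full effect; nearly all actives have a fitted effect of over 30% in size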
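RECQ1T1 50 nM; forked duplex (20 bp + 30-nt ss tails) 200 nM, ATP 2 mM final; pH 8.0, 2 mM MgCl2, 2.5 ug/ml poly(dI-dC); 15 min compound preincubation; discontinuous kinetic read over 2 h at RT.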
Luc counter: counter-screen: inhibitors of Kinase-Glo firefly luciferase; Q27757; Kinase-Glo luciferase, ATP luminescence, 8 min; Potency, µM (highest dose often 38.3 µM), for inactives: top-dose activity change, negative = inhibition, most hits filed as inhibitors; 200,000 compounds, 0.28% hits; note: % is set by controls: 0 for no effect and ±100 for the full control effect; nearly all actives have a fitted effect of over 60% in size
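Compound is pinned into ATP-containing buffer (10 uM ATP, imidazole pH 7.2, 7 mM MgCl2). Kinase-Glo luciferase reagent is then added. Light output is recorded following an 8-min room-temperature incubation.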
SMN2 splice enh: SMN2 splice variant enhancement; 210,000 compounds, 2.8% hits; Potency, µM (doses to about 46.1 µM), for inactives: top-dose activity change, positive = activation, actives largely listed as activators; HEK293 SMN2-luciferase splicing reporter, luminescence, 30-36 h; note: % of control where 0% means no effect; nearly all actives have a fitted effect of over 55% in size
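HEK293 cells carry an SMN2 minigene-luciferase reporter in which exon 7 inclusion puts luciferase in frame. Cells were seeded at 2000 cells/well, attached for 10-12 hours, then exposed to compounds for 30-36 hours at 37C before ONE-Glo luminescence.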
LMNA splice mod: LMNA splicing modulation; Potency, µM (series often up to 46.1 µM), for inactives: top-dose ratio change, negative = inhibition, usual class: inhibitors; 200,000 compounds, 0.01% hits; HeLa LMNA splicing GFP/RFP minigene ratio, 48 h; AID 1487; active = well fitted inhibition curve with a large enough effect in the signal ratio, with a control signal flat, not every such curve was filed as active; inconclusive = small, poorly fitted or top-dose-only effect, or effect the other way, or a change in a side signal; the % refers to the signal ratio; note: % is set by controls: 0 for no effect and ±100 for the full control effect
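S3 HeLa cells stably expressing lamin A-EGFP splicing minigene plus DsRed2, 600 cells/well, 48 h compound exposure at 37C. Laser-scanning cytometry; analysed as GFP (500-530 nm)/RFP (575-640 nm) total intensity ratio; 0.5% DMSO vehicle.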
L3MBTL1 inh: blocks human L3MBTL1. Potency, µM (series often up to 57.1 µM), for the others: at the highest dose activity, negative = inhibition, usual class: inhibitors. 230,000 compounds, 0.66% hits. AlphaScreen L3MBTL1–H3K9me1 peptide binding. Q9Y468; note: % is set by controls: 0 for no effect and ±100 for the full control effect; nearly all actives have a fitted effect of over 60% in size
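L3MBTL1 50 nM + b-AHA-H3(1-15)K9me1 75 nM, 30 min RT; compound added, 30 min RT; streptavidin donor/Ni-chelate acceptor beads 10 ug/mL each final, 30 min RT dark; AlphaScreen read.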
* marks the source's active call; other numbers are inactive results; [ ] = remark or other dose. Unless noted, calls come from the whole dose curve; as a rule, active = well fitted curve in the direction sought with a large enough effect; inconclusive = small, poorly fitted or top-dose-only effect, or another doubt; inactive = no such curve, though single readings can be large; an effect the other way counts as inactive or inconclusive. Potency is the fitted concentration of half-maximal effect.

Screening COc1cccc(C2CC(c3ccccc3)=NN2S(=O)(=O)c2ccc(C)cc2)c1OC (stereo not given) returned Tau fibril ThT -5%, JMJD2E inh 0%, ALDH1A1 inh inconclusive, RECQ1 helicase -28%, Luc counter -1%, SMN2 splice enh -36% and LMNA splice mod inconclusive.
Screening O=C(Nc1cccc(S(=O)(=O)Nc2ccc(Cl)cc2)c1)c1cc2c(s1)CCCC2 returned Tau fibril ThT 6%, JMJD2E inh inconclusive, ALDH1A1 inh -5%, RECQ1 helicase -15%, Luc counter 5%, SMN2 splice enh -68%[inhibitor], LMNA splice mod inconclusive and L3MBTL1 inh -1%.
Screening O=c1cc(O)nc(SCc2ccccc2)n1-c1ccc(F)cc1 returned Tau fibril ThT -11%, JMJD2E inh 7%, ALDH1A1 inh 2%, RECQ1 helicase -12%, Luc counter -1%, SMN2 splice enh -12%, LMNA splice mod 20% and L3MBTL1 inh -5%.
`COC(=O)c1nn(-c2ccc(OC)cc2)c(=O)cc1O` gave Tau fibril ThT -5%, JMJD2E inh -19%, ALDH1A1 inh inconclusive, RECQ1 helicase -3%, Luc counter -1%, SMN2 splice enh 1%, LMNA splice mod 0%[46 µM] and L3MBTL1 inh 7%.
`O=C(NCCOc1ccccc1F)Nc1ccc(Br)cc1` gave Tau fibril ThT 2%, JMJD2E inh 1%, ALDH1A1 inh 8%, RECQ1 helicase -6%, Luc counter 7%, SMN2 splice enh inconclusive and L3MBTL1 inh 4%.
`CCCNCC1C(Oc2ccc(Cl)cc2)C(=O)N1c1ccccc1C` (stereo not given) gave Tau fibril ThT -4%, JMJD2E inh 2%, ALDH1A1 inh -5%, RECQ1 helicase -1%, Luc counter 0%, SMN2 splice enh -31%[inhibitor], LMNA splice mod inconclusive and L3MBTL1 inh 8%.
For O=C(OCCN1C(=O)CCC1=O)c1ccc(S(=O)(=O)N2CCCCC2)cc1 the results were Tau fibril ThT 6%, JMJD2E inh -7%, ALDH1A1 inh 3%, RECQ1 helicase inactive, Luc counter 1%, SMN2 splice enh 0%, LMNA splice mod 7% and L3MBTL1 inh 3%.
CCc1ccccc1NC(=O)CCCSc1nc2ccccc2s1 was read as Tau fibril ThT -15%, JMJD2E inh 8%, ALDH1A1 inh 8%, RECQ1 helicase -9%, Luc counter 4%, SMN2 splice enh -19%, LMNA splice mod inconclusive and L3MBTL1 inh 10%.
COc1ccc(S(=O)(=O)N2CCOCC2)cc1NC(=O)CSc1cccc[n+]1[O-] was read as Tau fibril ThT -2%, JMJD2E inh 5%, RECQ1 helicase -6% and L3MBTL1 inh 21%.
CN1CCN(S(=O)(=O)c2cccc(C(=O)N3CCc4ccccc43)c2)CC1 was read as Tau fibril ThT 8%, JMJD2E inh 2%, ALDH1A1 inh -3%, RECQ1 helicase 1%, Luc counter 5%, SMN2 splice enh -15%, LMNA splice mod inconclusive and L3MBTL1 inh -6%.
Screening Cc1cc(C(=O)Nc2sc(C)c(C)c2C#N)c(C)o1 returned Tau fibril ThT -6%, JMJD2E inh inconclusive, ALDH1A1 inh -10%, RECQ1 helicase 1%, Luc counter -3%, SMN2 splice enh 12%, LMNA splice mod 1% and L3MBTL1 inh 1%.
For COc1ccc(C(=O)Nc2ccc3nc4n(c(=O)c3c2)CCCC4)cc1[N+](=O)[O-] the results were Tau fibril ThT 0%, JMJD2E inh 7%, ALDH1A1 inh 17%, RECQ1 helicase -3%, Luc counter -3%, SMN2 splice enh -10%, LMNA splice mod -4% and L3MBTL1 inh 4%.
`O=C1C=C(Nc2ccc(Cl)cc2)C(=O)N1c1ccc(Cl)cc1` gave Tau fibril ThT -7%, JMJD2E inh -2%, ALDH1A1 inh 7%, RECQ1 helicase -17%, Luc counter -3%, SMN2 splice enh 11%, LMNA splice mod 0% and L3MBTL1 inh 6%.
`Cc1cc(C)c2c(c1)NC(c1cc3c(cc1Br)OCO3)C1CC=CC21` (stereo not given) gave Tau fibril ThT -10%, JMJD2E inh 1%, ALDH1A1 inh 8%, RECQ1 helicase -8%, Luc counter -1%, SMN2 splice enh -8%, LMNA splice mod inconclusive and L3MBTL1 inh -4%.
COc1ccc(N2C(=O)CC(Sc3ccccc3C(=O)O)C2=O)c([N+](=O)[O-])c1 (stereo not given) was read as Tau fibril ThT 14µM*, JMJD2E inh -8%, ALDH1A1 inh 1µM*, RECQ1 helicase inactive, Luc counter 1%, SMN2 splice enh 0%, LMNA splice mod inconclusive and L3MBTL1 inh -7%.
Screening Cn1ncc(Oc2ccc([N+](=O)[O-])cc2)c(Cl)c1=O returned Tau fibril ThT 7%, JMJD2E inh -1%, RECQ1 helicase -2% and L3MBTL1 inh 0%.
`CCCOc1ccc(Cn2cnc3ccccc32)cc1` gave Tau fibril ThT -16%, JMJD2E inh 5%, ALDH1A1 inh -1%, RECQ1 helicase -5%, Luc counter 1%, SMN2 splice enh -69%[inhibitor], LMNA splice mod inconclusive and L3MBTL1 inh -8%.
COCc1nc(-c2cc(OC)c(OC)c(OC)c2)no1 was read as Tau fibril ThT -3%, JMJD2E inh -1%, ALDH1A1 inh 3%, RECQ1 helicase -5%, Luc counter -4%, SMN2 splice enh -1%, LMNA splice mod 2% and L3MBTL1 inh 6%.
`Cc1c(CCO)c(=O)oc2n[nH]c(-c3ccccc3)c12` gave Tau fibril ThT -1%, JMJD2E inh 3%, ALDH1A1 inh 5%, RECQ1 helicase -6%, Luc counter -2%, SMN2 splice enh 9%, LMNA splice mod -10%[9.22 µM] and L3MBTL1 inh -8%.
`Cc1snc(SCC(=O)N/N=C(\N)COc2ccc(F)cc2)c1C#N` gave Tau fibril ThT -12%, JMJD2E inh 2%, ALDH1A1 inh inconclusive, RECQ1 helicase inactive, Luc counter -4%, SMN2 splice enh -17%, LMNA splice mod -4% and L3MBTL1 inh 13%.

Structures from the list above containing a thiophene ring, fused or not, in the order listed:
Screening O=C(Nc1cccc(S(=O)(=O)Nc2ccc(Cl)cc2)c1)c1cc2c(s1)CCCC2 returned Tau fibril ThT 6%, JMJD2E inh inconclusive, ALDH1A1 inh -5%, RECQ1 helicase -15%, Luc counter 5%, SMN2 splice enh -68%[inhibitor], LMNA splice mod inconclusive and L3MBTL1 inh -1%.
Screening Cc1cc(C(=O)Nc2sc(C)c(C)c2C#N)c(C)o1 returned Tau fibril ThT -6%, JMJD2E inh inconclusive, ALDH1A1 inh -10%, RECQ1 helicase 1%, Luc counter -3%, SMN2 splice enh 12%, LMNA splice mod 1% and L3MBTL1 inh 1%.

Following part
CCOc1ccc(N2C(=O)CC(N3CC(C)OC(C)C3)C2=O)cc1 (stereo not given) was read as Tau fibril ThT 0%, JMJD2E inh 8%, ALDH1A1 inh inconclusive, RECQ1 helicase -15%, Luc counter 1%, SMN2 splice enh -8%, LMNA splice mod -13% and L3MBTL1 inh 1%.
COc1cc(N2CN=c3s/c(=C\c4ccccn4)c(=O)n3C2)cc(OC)c1OC was read as Tau fibril ThT -4%, JMJD2E inh inconclusive, ALDH1A1 inh 5%, RECQ1 helicase inactive, Luc counter -7%, SMN2 splice enh inconclusive and LMNA splice mod -6%.
CC(=O)Oc1cccc(C(=O)O)c1OC(C)=O was read as Tau fibril ThT 6%, JMJD2E inh 5%, ALDH1A1 inh 2%, RECQ1 helicase -8%, Luc counter -2% and SMN2 splice enh -8%.
Screening CCOC(=O)c1ccc(-n2ccnc2)c(NC(=O)c2ccc(C(C)(C)C)cc2)c1 returned Tau fibril ThT -11%, JMJD2E inh 0%, ALDH1A1 inh -4%, RECQ1 helicase -4%, Luc counter 4%, SMN2 splice enh -11%, LMNA splice mod inconclusive and L3MBTL1 inh -10%.
`CCOC(=O)c1c(C)oc(NC(=O)COc2ccc(Cl)cc2C)c1C#N` gave Tau fibril ThT -18%, JMJD2E inh -18%, ALDH1A1 inh inconclusive, RECQ1 helicase -9%, Luc counter 0%, SMN2 splice enh 11%, LMNA splice mod 0% and L3MBTL1 inh -8%.
O=C1c2cccc3c(N4CCCCC4)ccc(c23)C(=O)N1c1cccc(O)c1 was read as Tau fibril ThT -11%, JMJD2E inh 2%, ALDH1A1 inh inconclusive, RECQ1 helicase inactive, Luc counter 2%, SMN2 splice enh -10% and L3MBTL1 inh 46%[activator].
`C=CCn1c(Br)nc2c1c(=O)n(C)c(=O)n2C` gave Tau fibril ThT 5%, JMJD2E inh -3%, ALDH1A1 inh 12%, RECQ1 helicase 1%, Luc counter -4%, SMN2 splice enh -8%, LMNA splice mod 7% and L3MBTL1 inh 2%.
Screening CSc1ccc(/C=C/C(=O)OCC(=O)N(C)CCC#N)cc1 returned Tau fibril ThT 4%, JMJD2E inh inconclusive, ALDH1A1 inh inconclusive, RECQ1 helicase 13%, Luc counter -2%, SMN2 splice enh 8%, LMNA splice mod inconclusive and L3MBTL1 inh 8%.
Screening CCOc1ccc(NC(=O)Cc2c(O)c3ccccc3[nH]c2=O)cc1 returned Tau fibril ThT -23%, JMJD2E inh inconclusive, ALDH1A1 inh -8%, RECQ1 helicase 5%, Luc counter -2%, SMN2 splice enh 17%, LMNA splice mod 5% and L3MBTL1 inh 1%.
For CCOc1ccccc1N1CCN(S(=O)(=O)c2cccs2)CC1 the results were Tau fibril ThT -18%, JMJD2E inh 6%, ALDH1A1 inh -5%, RECQ1 helicase -1%, Luc counter 7%, SMN2 splice enh -9%, LMNA splice mod -2% and L3MBTL1 inh -2%.
COc1ccccc1NC(=O)c1ccc(NC(=O)CSc2nnnn2C)cc1 was read as Tau fibril ThT inconclusive, JMJD2E inh -5%, ALDH1A1 inh 0.79µM*, RECQ1 helicase inactive, Luc counter -4%, SMN2 splice enh -40%[inhibitor], LMNA splice mod inconclusive and L3MBTL1 inh 0%.

Assay outcomes from PubChem BioAssay.

Only part of the results is shown; rates above refer to the full screens.
